# PTPN22 inh 2 – PTPN22 phosphatase inhibitors, primary screen, biochemical, DiFMUP fluorescence, 2 µM | Tyrosine-protein phosphatase non-receptor type 22 (Homo sapiens), Q9Y2R2 | recombinant LYP catalytic domain | inhibition, % at 2 µM | 0.21% of 96,000 active | AID 640, 2007;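 active means inhibition at 2 µM at or above a set limit, the screen mean plus 3 SD, cut at about 24% in these data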;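 further: 0% = DMSO with enzyme and 100% = enzyme fully blocked by orthovanadate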
# Target sequence (Q9Y2R2 whole entry, looked up, the tested form may be a part): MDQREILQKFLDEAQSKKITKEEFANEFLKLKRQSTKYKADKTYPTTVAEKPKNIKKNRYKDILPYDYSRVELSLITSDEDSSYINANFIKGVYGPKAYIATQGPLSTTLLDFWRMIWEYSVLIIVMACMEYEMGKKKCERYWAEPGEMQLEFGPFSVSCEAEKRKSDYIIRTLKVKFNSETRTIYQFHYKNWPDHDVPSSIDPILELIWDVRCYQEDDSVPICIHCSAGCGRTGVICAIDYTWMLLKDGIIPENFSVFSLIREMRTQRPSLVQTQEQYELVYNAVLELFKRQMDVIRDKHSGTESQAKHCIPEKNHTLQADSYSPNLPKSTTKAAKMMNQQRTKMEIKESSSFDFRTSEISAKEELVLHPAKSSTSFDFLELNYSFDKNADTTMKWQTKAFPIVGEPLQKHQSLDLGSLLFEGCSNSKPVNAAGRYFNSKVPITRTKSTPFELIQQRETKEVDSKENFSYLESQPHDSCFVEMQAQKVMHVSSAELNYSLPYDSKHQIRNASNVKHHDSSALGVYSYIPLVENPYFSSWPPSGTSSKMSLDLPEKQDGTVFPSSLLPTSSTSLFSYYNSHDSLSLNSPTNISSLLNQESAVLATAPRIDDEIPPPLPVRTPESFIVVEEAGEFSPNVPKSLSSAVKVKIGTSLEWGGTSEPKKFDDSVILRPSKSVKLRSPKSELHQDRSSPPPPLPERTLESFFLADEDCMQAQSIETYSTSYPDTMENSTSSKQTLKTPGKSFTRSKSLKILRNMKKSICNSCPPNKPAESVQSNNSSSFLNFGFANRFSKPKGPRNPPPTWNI
# EphB4 ephrin blk – EphB4-ephrin-B2 interaction antagonists, primary screen, biochemical, TNYL-RAW peptide probe, fluorescence polarization; inhibition, % at 7 µM; 0.15% of 97,000 active; Ephrin type-B receptor 4 (Homo sapiens), P54760; EphB4 LBD / TNYL-RAW-Alexa532 peptide;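 active means inhibition above the screen-wide mean inhibition plus 3 SD, cut at about 15% in these data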;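 further: 0% = DMSO wells and 100% = excess unlabeled TNYL-RAW peptide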
# PTPN22 act – LYP phosphatase activators, primary screen, biochemical, DiFMUP fluorescence, 2 µM | Tyrosine-protein phosphatase non-receptor type 22 (Homo sapiens), Q9Y2R2 | recombinant LYP; 0 = plate median, 100 = signal doubled | activation, % at 2 µM | 0.11% of 96,000 active;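 active means activation at 2 µM above a set limit, the mean plus 5 SD, cut at about 37% in these data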
# cytoskel mod – modifiers of F-actin cytoskeleton organization, primary screen, imaging, HUVEC, phalloidin staining, high-content imaging; inhibition, % at 2 µM; 0.18% of 91,000 active; HUVEC TNFa F-actin phalloidin imaging;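 active means inhibition above the batch mean plus 3 SD and confirmed as a hit by visual image inspection, cut at about 30% in these data, passing the limit was not always enough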; further: strong numbers were not always called active
# HIV Rev-RRE inh – HIV-1 Rev-RRE binding inhibitors, primary screen, biochemical, FRET, protein-RNA interaction. Rev peptide-RRE RNA binding. inhibition, % at 8 µM. 0.79% of 97,000 active. AID 704, 2007;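 active means inhibition above the screen-wide mean plus 3 SD, cut at about 35% in these data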;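 further: 0% = median DMSO wells and 100% = median Neomycin B control wells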
# Target sequence (P05866 whole entry, looked up): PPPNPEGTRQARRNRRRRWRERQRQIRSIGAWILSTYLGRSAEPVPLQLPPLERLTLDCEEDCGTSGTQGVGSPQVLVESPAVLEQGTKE
#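 System: Cy5-labelled duplex RRE RNA binding fluorescein-labelled HIV Rev peptide; Signal: fluorescein-to-Cy5 FRET, 480 nm excitation; Also added: labelled Rev peptide; Compound: one concentration, 8 µM nominal; Buffer or medium: HEPES pH 7.5 salt buffer with EDTA; Read-out: % inhibition of FRET ratio versus controls; Schedule: 5 min preincubation and 15 min binding, 25 °C.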
# FAK blocker – FAK kinase inhibitors, primary screen, biochemical; AID 727, 2007; inhibition, %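 (tested at 7 µM)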; 0.84% of 97,000 active; biochemical FAK kinase activity assay; in the data active means inhibition above about 19%;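 further: 0% = DMSO and 100% = reference compound high control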
# PTK2B oligo ant – antagonists of Pyk2 self-association, primary screen, Q293 cells, FERM NanoBiT luminescence, HTS. active compounds read low. z-score (the deposit names both 25 µM and 10 µM). AID 1347419, 2020. 0.83% of 99,000 active;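 active means Z-score of -3 or lower, scaled per plate to the spread of control and sample wells; inactive means z-score above -3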;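 further: negative z-score means lost luminescence so less FERM oligomerization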
# PLK1 PBD inh – Plk1 polo box domain binding inhibitors, primary screen, biochemical, fluorescence polarization; 0.13% of 97,000 active; inhibition, %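 (tested at about 20 µM)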; Serine/threonine-protein kinase PLK1 (Homo sapiens), P53350; Plk1 PBD phosphopeptide binding; AID 693, 2007; in the data active means inhibition above about 34%, passing the limit was not always enough
# PLK1 inh – human PLK1 kinase inhibitors, primary screen, biochemical, TR-FRET; Serine/threonine-protein kinase PLK1 (Homo sapiens), P53350; inhibition, % at 10 µM; recombinant PLK1 kinase, TR-FRET peptide phosphorylation; 0.53% of 97,000 active; AID 619, 2007;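 active means inhibition of 50% or more in the single-concentration screen; inactive means inhibition below 50%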;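 further: 0% = DMSO max control and 100% = H-89 dihydrochloride min control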
# * = called active by the depositor; nt = no result given.
SMILES,PTPN22 inh 2,EphB4 ephrin blk,PTPN22 act,cytoskel mod,HIV Rev-RRE inh,FAK blocker,PTK2B oligo ant,PLK1 PBD inh,PLK1 inh
Cc1ccc(CS(=O)(=O)Cc2ccc(C(=O)NCc3cccnc3)o2)cc1,-5,4,2,-4,9,-4,-0.54,11,-14
COc1ccc(C(=O)N2c3ccc(F)cc3CCC2C)cc1OC (stereo not given),16,-4,-13,0,1,-1,-0.55,11,-10
COC(=O)c1cc(NC(=O)C2C3C=CC(C3)C2C(=O)O)cc(C(=O)OC)c1 (stereo not given),7,10,-4,-11,3,-3,-0.27,-17,-8
C=CCn1c(O)c(C(CC)=NCc2cccnc2)c(=O)[nH]c1=O,-2,3,-1,49,6,0,0.27,-6,3
Cc1ccc(SCCC(=O)NCC2CCCO2)cc1 (stereo not given),-15,5,14,-4,7,-1,0.24,-17,-9
CN(Cc1ccccc1)Cc1nc2c(c(=O)n(C)c(=O)n2C)n1Cc1ccc(F)cc1,-9,1,5,0,8,7,-1,-15,5
O=S(=O)(Cc1ccccc1)N1CCCCC1,-1,3,-2,-18,8,-1,-0.01,-8,-14
O=C(Cn1cnc2c(cnn2-c2ccc(F)cc2)c1=O)NCc1ccco1,5,-3,-6,30,2,0,0.15,-9,-7
CCCCS(=O)(=O)C(=C1Nc2ccccc2N1)S(=O)(=O)CCCC,3,-6,-3,-14,3,-2,0.26,3,-11
C=CCSc1nnc2nc3[nH]c4c(C)cccc4c3nn12,3,-5,3,18,3,0,0.91,-12,-9
Cc1[nH]nc2c1C1(CCOC1C)C(C#N)=C(N)O2 (stereo not given),5,-5,-4,-12,9,0,0.15,6,-5
COc1ccc(Cc2nnc(SCC(=O)NC3CCCCC3)n2C)cc1,4,-2,-6,-2,8,-1,1.3,-17,-10
CCOc1cccc(C(=O)Nc2cnn(Cc3ccccc3)c2)c1,-4,-3,8,-14,0,3,-0.23,8,-7
CCOc1cc2[nH]c(=O)n(CCC(=O)NCCc3ccccc3)c(=O)c2cc1OCC,7,-4,-6,29,2,-1,0.34,36,-15
O=[N+]([O-])c1cccnc1N1CCC(c2cc(-c3cccc(C(F)(F)F)c3)n[nH]2)CC1,7,6,-6,-4,21,-2,-3.4*,10,-11
CN(C)S(=O)(=O)c1cccc(COC(=O)C2=COCCO2)c1,8,-3,-9,-11,2,-2,0.7,-16,1
COc1ccc(NC(C)=O)cc1NC(=O)CCn1c(=O)sc2ccccc21,-39,1,40*,-20,5,0,0.36,5,-10
O=c1c2c3c(sc2ncn1Cc1ccc(F)cc1)CCC3,5,2,-9,2,35,1,-0.81,-20,28
CC1(C)c2ccccc2N2CC(=O)NC21/C=C/c1ccco1 (stereo not given),14,4,-11,-22,18,-4,-0.27,-37,-6
Cc1nnc(SCc2cccc(Oc3ccccc3)c2)n1N,3,-11,-5,7,-1,0,0.9,29,1

# Some of the entries so far, as tab-separated lines.
molecule	PTPN22 inh 2	EphB4 ephrin blk	PTPN22 act	cytoskel mod	HIV Rev-RRE inh	FAK blocker	PTK2B oligo ant	PLK1 PBD inh	PLK1 inh
O=C(Cn1cnc2c(cnn2-c2ccc(F)cc2)c1=O)NCc1ccco1	5	-3	-6	30	2	0	0.15	-9	-7
CCCCS(=O)(=O)C(=C1Nc2ccccc2N1)S(=O)(=O)CCCC	3	-6	-3	-14	3	-2	0.26	3	-11
C=CCSc1nnc2nc3[nH]c4c(C)cccc4c3nn12	3	-5	3	18	3	0	0.91	-12	-9
Cc1[nH]nc2c1C1(CCOC1C)C(C#N)=C(N)O2 (stereo not given)	5	-5	-4	-12	9	0	0.15	6	-5
COc1ccc(Cc2nnc(SCC(=O)NC3CCCCC3)n2C)cc1	4	-2	-6	-2	8	-1	1.3	-17	-10
CCOc1cccc(C(=O)Nc2cnn(Cc3ccccc3)c2)c1	-4	-3	8	-14	0	3	-0.23	8	-7
CCOc1cc2[nH]c(=O)n(CCC(=O)NCCc3ccccc3)c(=O)c2cc1OCC	7	-4	-6	29	2	-1	0.34	36	-15
O=[N+]([O-])c1cccnc1N1CCC(c2cc(-c3cccc(C(F)(F)F)c3)n[nH]2)CC1	7	6	-6	-4	21	-2	-3.4*	10	-11
CN(C)S(=O)(=O)c1cccc(COC(=O)C2=COCCO2)c1	8	-3	-9	-11	2	-2	0.7	-16	1
COc1ccc(NC(C)=O)cc1NC(=O)CCn1c(=O)sc2ccccc21	-39	1	40*	-20	5	0	0.36	5	-10
O=c1c2c3c(sc2ncn1Cc1ccc(F)cc1)CCC3	5	2	-9	2	35	1	-0.81	-20	28
CC1(C)c2ccccc2N2CC(=O)NC21/C=C/c1ccco1 (stereo not given)	14	4	-11	-22	18	-4	-0.27	-37	-6
Cc1nnc(SCc2cccc(Oc3ccccc3)c2)n1N	3	-11	-5	7	-1	0	0.9	29	1

# New compounds follow.
SMILES,PTPN22 inh 2,EphB4 ephrin blk,PTPN22 act,cytoskel mod,HIV Rev-RRE inh,FAK blocker,PTK2B oligo ant,PLK1 PBD inh,PLK1 inh
NC(=O)COc1ccc2c3c(c(=O)oc2c1)CCCCC3,-32,6,28,0,6,10,0.98,12,-12
CCOCCCNC(=O)N1CCOCC1,4,2,-2,10,7,-5,0.09,-33,3
Cc1onc(-c2c(Cl)cccc2Cl)c1C(=O)NCCCN1CCOCC1,-2,7,3,-7,9,4,0.22,-24,-9
CCOc1cc2c(cc1OCC)C(C(=O)O)C(c1cc(Br)c(O)c(OC)c1)N(C)C2=O (stereo not given),-2,-13,1,-13,-1,0,-0.29,-9,2
Cc1cc(C)nc(Nc2ccc(C(=O)O)cc2)n1,7,6,-6,-6,5,-2,0.89,-17,1
Cc1oc2c(c1C(=O)Nc1cccc3ccccc13)CCCC2,8,-2,-6,30,0,3,1.7,-5,-4
CCc1nnc(NS(=O)(=O)c2ccc(NS(=O)(=O)c3ccccc3)cc2)s1,-3,-3,0,0,-3,-6,0.53,3,-16
CC1(C)Cc2c(sc3nc(NCCN4CCOCC4)n4ncnc4c23)CO1,-1,-4,-1,-6,-3,0,-1.1,-12,-9
COCCn1nnnc1C(c1ccccn1)N1CCN(c2cc(Cl)ccc2C)CC1 (stereo not given),-4,1,6,19,10,5,-0.88,2,2
CC(C)C(NC(=O)CSc1ccc(Cl)cc1)C(C)C,-10,-2,9,-1,5,2,0.36,-4,-6
CCOc1ccc(C(=O)N/N=C/c2cccc3cccnc23)cc1,9,1,-4,-9,10,-3,-0.68,-11,-20
Fc1ccc(CN(Cc2ccccc2)C(c2cccs2)c2nnnn2C2CCCCC2)cc1 (stereo not given),-5,-1,8,-7,15,4,-0.01,17,-2
Cc1ccc(C)c(NC(=O)C2CC=CCC2C(=O)O)c1 (stereo not given),-6,2,5,23,2,2,0.03,-9,-5
CCOC(=O)c1cnc(SCC(=O)Nc2sc(C)c(C)c2C#N)nc1N,8,2,-9,12,5,1,0.42,-15,-11
COc1ccccc1N(C(C)=O)c1nc(C)cc(C)c1C#N,-6,9,-1,12,6,1,-0.31,-4,-12
Cc1ccc2c(CN3CCC(C)CC3)cc(=O)oc2c1,-1,-12,2,5,1,2,-0.58,-1,5
O=C(N/C(=C/c1ccc(Br)cc1)c1nc2ccccc2[nH]1)c1ccco1,3,7,-5,4,1,2,-0.47,-20,-5
COc1ccc(NC(=O)CSc2nc3c(c(=O)n2-c2ccc(F)cc2)SCC3)cc1,3,-6,-4,-1,1,-3,nt,-10,-9
CN(C(=O)C1CCOC1)c1nnc(C2CCOC2)s1 (stereo not given),-4,-4,2,-5,3,2,0.1,5,-4
O=C(Nc1ccc(-c2nc3cccnc3s2)cc1)c1ccc(Br)o1,8,-7,-11,-17,-4,8,nt,-12,-6
COc1cccc2[nH]c3c(N4CCC(C)CC4)ncnc3c12,7,0,-10,21,12,2,-0.58,-13,6
CN1/C(=C\C=C2\N=C(c3ccc(F)cc3)OC2=O)C(C)(C)c2ccccc21,2,-1,-4,-6,49*,-1,-0.57,-84,-25
COC(=O)CCN(C(=O)c1cc(OC)c(OC)c(OC)c1)c1ccccn1,-13,-6,12,-9,0,4,0.17,28,-2
Cn1c(=O)c2ncn(CC(=O)NC3CCCCCC3)c2n(C)c1=O,-4,0,8,21,5,-1,0.86,19,-11
CC(C)c1ccccc1OCCNS(C)(=O)=O,-14,-7,14,2,1,-2,0.74,-31,-14
Cc1c(Cl)cccc1N=c1c([N+](=O)[O-])nn(-c2ccccc2)n1O,1,7,1,-2,14,-2,0.03,7,-7
O=C(Nc1ccc(Cl)cc1C(=O)N1CCOCC1)c1ccco1,-2,-5,1,nt,8,1,-0.53,15,-9
CC12C(=O)N(n3cnnc3)C(=O)C1C1C=CC2C1 (stereo not given),-7,4,5,-7,4,-2,-0.14,-2,-14
Cc1nn(CC(=O)N2CCOCC2)c(=O)c2ccccc12,-8,0,6,20,0,1,-0.11,-8,-6
CCOC(=O)c1cc2sccc2n1CC(=O)N1CCN(C(=O)c2ccco2)CC1,8,7,-10,-17,2,1,-0.4,17,-4
O=C(NCCc1ccc(Cl)cc1)C1CCN(S(=O)(=O)N2CCC3(CC2)OCCO3)CC1,-6,3,4,-71,1,-7,3.2,-1,-4
O=c1[nH]c(CN2CCCCC2)nc2c1C1(CCCCC1)Cc1ccccc1-2,18,-1,-14,0,2,1,1,14,-9
CSc1nc2c(c(=O)[nH]c(=O)n2C)n1C/C=C(\C)Cl,-5,-3,3,-5,5,7,0.05,-11,-3
COc1ccc(N2C(=O)C3CCCN3C2c2ccc(C)cc2)cc1Cl (stereo not given),4,1,-6,-21,9,9,1.1,10,-10
CC1CC(C)CN(S(=O)(=O)c2cccc(C(=O)N3C(=O)c4cccc(N)c4C3=O)c2)C1 (stereo not given),10,6,-8,-15,16,0,-0.06,24,-11
Cc1c(NS(=O)(=O)N2CCCC2)c(=O)n(-c2ccccc2)n1C,-3,2,4,14,3,5,0.92,-13,-19
CC(C)C(C)NC(=O)COc1ccc(-c2ccccc2)cc1 (stereo not given),-1,2,3,-10,15,2,-1.1,30,-38
Cc1[nH]c2ccccc2c1C(=O)CSc1nc2ccccc2c(=O)n1CCCN1CCOCC1,-2,0,1,-2,3,-1,-1.4,-16,1
CC(=O)NCCn1c(SCC(=O)NCc2ccco2)nc2ccccc2c1=O,-9,-4,7,26,4,-6,0.21,11,-3
